esBAF inh: Bmi1 luciferase reporter increase in mESCs, primary screen, esBAF inhibitor project, mouse ES cells, Bmi1 luciferase knock-in, single point | 24 h; 100% = twice the neutral-well signal | reporter increase, % at 12.5 µM | actives 2% (n = 350,000) | AID 602393, 2012; in the data active = activation above about 40%; inconclusive = no clear call, values can overlap the other calls;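 also: 0% = median of the plate's neutral control wells and 100% = double that signal; a rise in the Bmi1 reporter signal indicates esBAF inhibition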
RAD54 branch: inhibitors of human RAD54 branch migration, primary screen, biochemical, fluorescence, single point; DNA repair and recombination protein RAD54-like (Homo sapiens), Q92698; RAD54 Holliday junction branch migration, FAM/BHQ fluorescence; actives 0.14% (n = 360,000); inhibition, % at 10.4 µM;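 active = mean normalized replicate activity at least 40 and at least half of replicates scoring 40 or more; inconclusive = only one of the two criteria met; inactive = mean below 40 and under half of replicates reaching 40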;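 also: 0% = median of neutral control wells and 100% = median of positive control wells; inhibitors cause a drop in the FAM fluorescence signal; in these data hits start at about 50%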
Target sequence (Q92698 whole entry, looked up): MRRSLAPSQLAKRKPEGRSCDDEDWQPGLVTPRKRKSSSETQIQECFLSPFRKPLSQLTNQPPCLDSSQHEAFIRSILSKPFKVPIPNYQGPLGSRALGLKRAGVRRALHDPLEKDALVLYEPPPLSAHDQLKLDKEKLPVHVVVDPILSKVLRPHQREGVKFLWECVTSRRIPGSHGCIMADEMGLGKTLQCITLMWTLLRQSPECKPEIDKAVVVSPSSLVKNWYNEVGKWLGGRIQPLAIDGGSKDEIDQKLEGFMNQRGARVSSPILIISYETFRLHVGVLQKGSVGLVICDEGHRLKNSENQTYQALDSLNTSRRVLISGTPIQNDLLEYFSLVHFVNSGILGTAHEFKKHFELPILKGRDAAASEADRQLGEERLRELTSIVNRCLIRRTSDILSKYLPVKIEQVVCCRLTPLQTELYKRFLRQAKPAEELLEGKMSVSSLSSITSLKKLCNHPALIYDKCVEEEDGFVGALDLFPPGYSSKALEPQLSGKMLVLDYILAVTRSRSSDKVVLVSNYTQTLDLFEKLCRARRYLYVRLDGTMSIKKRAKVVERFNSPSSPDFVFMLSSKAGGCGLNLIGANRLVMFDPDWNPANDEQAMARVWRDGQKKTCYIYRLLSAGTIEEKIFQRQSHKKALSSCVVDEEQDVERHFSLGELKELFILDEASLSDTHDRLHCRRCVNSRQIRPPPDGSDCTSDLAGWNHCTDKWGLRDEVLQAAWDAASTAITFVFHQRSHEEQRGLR
* marks the source's active call; other numbers are inactive results; ? = inconclusive.

1: C=CCOc1ccccc1CNn1nnnc1N
2: Cc1ccc(C)n1-n1c(C)nc2sc(-c3ccccc3)cc2c1=O
3: Cn1c(SCC(=O)N2CCN(c3ccccc3)CC2)nnc1-c1ccncc1
4: Cc1cccc(CNC(=O)c2ccccc2N)c1
5: Cc1cccc(C)c1NC(=O)c1c(-c2ccccc2)noc1C
6: CC(C)NC(=O)C12CC3CC(C1)CC(n1cnc(Cl)n1)(C3)C2
7: Cc1ccccc1-c1nc2sc3c(c2c(=O)o1)CCC3
8: Cc1ccc(-c2nc(CCN3C(=O)c4ccccc4C3=O)cs2)cc1
9: CCOc1ccc(NC(=O)Cn2nc(-c3ccccc3Cl)n(CC)c2=S)cc1
10: O=C(O)CSc1ccccn1
entry no.,1,2,3,4,5,6,7,8,9,10
esBAF inh,-7,?,5,13,5,-7,8,0,2,-7
RAD54 branch,-10,0,1,-5,-23,15,-6,-8,-18,0

11: CCOC(=O)c1ccccc1NC(=O)CN1C(=O)CCS(=O)(=O)c2ccccc21
12: Cc1ccc(C(=O)C[n+]2cc(-c3ccc(C)cc3)n3c2CCCCC3)cc1
13: Nc1nonc1N1CCCCC1
14: CC(=O)Nc1ccc(NC(=O)CSc2nnc(-c3ccco3)n2Cc2ccco2)cc1
15: O=C(CC1C(=O)NC2CCCCC2N1C(=O)c1ccc(F)cc1)Nc1ccccc1 (centres undefined)
16: C/C(Cl)=C/Cc1c(C)[nH]c2ccc(C)cc2c1=O
17: CCOC(=O)c1cc(CC)sc1NC(=O)c1cc([N+](=O)[O-])ccc1N1CCOCC1
18: COc1ccc(CCN(Cc2cc3cccc(C)c3[nH]c2=O)C(=O)NC2CCCCC2)cc1OC
19: CCOc1cc(/C=N/NC(=O)CNc2ccc(C)cc2)ccc1OC(=O)c1ccccc1
20: CC(C)C(c1nnnn1Cc1ccc(F)cc1)N1CCN(C(=O)c2ccco2)CC1 (centres undefined)
entry no.,11,12,13,14,15,16,17,18,19,20
esBAF inh,0,5,-7,-8,-2,25,-30,8,26,3
RAD54 branch,-11,22,-24,3,-7,-4,12,-7,3,-11

21: O=C(c1cccc(F)c1F)N1CCCC1
22: COCCSc1nnc(-c2cccc(C#N)c2)n1C
23: C/C(N)=C(\C#N)C(=O)NCc1ccccn1
24: O=C(O)/C(=C1/OC(=O)c2ccccc21)c1ccccc1
25: CCOC(=O)C1CCCCN1Cc1cc(Cl)ccc1O (centres undefined)
26: Cc1cc(C)c2c(c1)c(C)cc1nnc(SCC(=O)c3cccs3)n12
27: C/C(=C\C(=O)c1ccccc1)NCc1ccc(F)cc1
28: COC(C(=O)Nc1ccccc1F)c1ccccc1 (centres undefined)
29: CC(=O)N1CCN(C(=O)Cn2c(=O)oc3ccccc32)CC1
30: Cc1cc(O)ccc1Nc1nc(-c2sc(N)nc2C)cs1
entry no.,21,22,23,24,25,26,27,28,29,30
esBAF inh,-9,-1,3,0,8,6,30,0,-4,-3
RAD54 branch,4,-1,1,6,-8,-6,-1,0,0,-4

31: CN(C(=O)c1cc2sccc2n1C)C1CCCCC1
32: COc1ccc(-c2nnc(SCC(=O)N3CCOCC3)o2)cc1
33: Cc1ccc(SC(C)C(=O)Nc2ccc(S(=O)(=O)N3CCOCC3)cc2)cc1 (centres undefined)
34: Clc1ccc(CSc2nnc(-c3ccc4c(c3)OCO4)o2)cc1
35: O=C(/C=C/Nc1ccc(OC(F)(F)F)cc1)C(F)(F)F
36: Clc1ccc(Sc2cc(N3CCOCC3)nc(-c3ccccc3)n2)cc1
37: FC(F)(F)c1cc(-c2ccco2)nc(NCc2cccnc2)n1
38: CCN(CC)C(=O)CP(=O)(c1ccccc1)c1ccccc1
39: Cn1c(C(C#N)C(=O)c2ccco2)nc2ccccc21 (centres undefined)
40: Cc1cc(C(=O)CSc2nnc(C3COc4ccccc4O3)n2C)c(C)n1-c1ccc(F)cc1 (centres undefined)
entry no.,31,32,33,34,35,36,37,38,39,40
esBAF inh,37,34,6,7,-4,-4,3,3,32,-1
RAD54 branch,-1,3,-2,2,8,7,-6,-3,6,-2

41: C#CCNc1nc(C(C)C)nc2c1nnn2Cc1ccccc1F
42: COc1ccc(CN(CCC#N)C(=S)NC(=O)c2ccccc2)cc1
43: COC(=O)c1ccccc1NC(=O)CN(C)S(=O)(=O)c1ccc(OC)c(C)c1
44: Cc1ccc(S(=O)(=O)Nc2cc(C(=O)N3CCOCC3)ccc2N2CCCCC2)cc1
45: COc1nc(N(C)C)nc(-n2nnc(C(C)=O)c2C)n1
46: O=c1c2cc(F)ccc2sn1-c1ccc(F)cc1
47: COc1cc(NC(=O)COC(=O)/C=C/c2c(C)nn(C3CCS(=O)(=O)C3)c2Cl)cc(OC)c1OC (centres undefined)
48: c1ccc2[nH]c(N3CCOCC3)nc2c1
49: Cc1cc[n+]2c3c(cccc13)CCC2
50: N/C(=N\O)c1ccc(NC(=O)c2cccs2)cc1
entry no.,41,42,43,44,45,46,47,48,49,50
esBAF inh,-5,0,-1,3,-3,-9,0,0,8,22
RAD54 branch,-27,7,-7,-1,7,-8,1,0,-7,3

51: COc1ccc(Nc2ncnc3c2cnn3Cc2ccccc2)cc1
52: O=C(c1ccco1)N1CCN(c2nc3ccccc3n3nnnc23)CC1
53: C[n+]1c2n(c3ccccc31)N=C(c1ccc(Cl)cc1)CS2
54: Cc1cc(SCC(=O)c2ccc3c(c2)OCO3)nc2ccccc12
55: CCCOc1ccc(/C=N/O)cc1
56: NS(=O)(=O)c1ccc(CCNC(=O)CCC2COc3ccccc3O2)cc1 (centres undefined)
57: CCOC(=O)N1CCN(C(=O)CN(C2CCCCC2)S(=O)(=O)c2ccc(C)cc2)CC1
58: CCOC(=O)CSc1nc2cc(C)cc(C)c2cc1C#N
59: Cc1ccc(-c2nc(NCc3cccnc3)c3ccccc3n2)cc1
60: COc1ccc(OCCCC(=O)Nc2nncs2)cc1
entry no.,51,52,53,54,55,56,57,58,59,60
esBAF inh,7,14,-32,6,3,3,-7,24,21,-5
RAD54 branch,6,-4,19,-4,-7,-10,4,4,9,-1

61: CC(C)CCNC(=O)C(c1ccncc1)N(Cc1cccs1)C(=O)Cn1nnc(-c2ccc(F)cc2)n1 (centres undefined)
62: CCN1C2=C(C(=O)CCC2)C(c2ccc(O)c(Br)c2)C2=C1CCCC2=O
63: COc1cccc(CNC(=O)c2ccccc2N)c1
64: Cc1cc(C)n2nc(CC(=O)NC3CCCCCC3)nc2n1
65: Cc1ccc(NC(=O)CCCC(=O)O)c(Br)c1
66: CCCOC(=O)c1ccc(NC(=O)CCOc2ccccc2)cc1
67: O=C(CCN1CCCCCC1)c1ccccc1
68: CC(C)[C@@H]1CC[C@@H](C)c2c(-c3ccccc3)n[nH]c21
69: Cc1cccc(OCCCC(=O)Nc2ccc(S(=O)(=O)Nc3onc(C)c3C)cc2)c1C
70: CSc1nc(N)nc(SCC(=O)OC(C)C)c1C#N
entry no.,61,62,63,64,65,66,67,68,69,70
esBAF inh,22,1,16,-5,-4,9,-3,-8,1,4
RAD54 branch,-17,-5,-7,5,5,-6,-6,9,-2,-11

71: CCN1CCN(C(=O)CCNC(=O)Cn2ccc3ccccc3c2=O)CC1
72: CCCc1cc2c(cc1NC(=O)c1ccccc1C)OCO2
73: COc1ccc(NC(=O)c2cnn3c(C(F)(F)F)cc(-c4ccco4)nc23)cc1OC
74: CN(c1ncc(C(F)(F)F)cc1Cl)n1cc(C(N)=O)c2ccccc2c1=O
75: CCCOc1ccc(-c2nn(-c3ccccc3)cc2/C=C2\SC(=S)N(C3CCS(=O)(=O)C3)C2=O)cc1 (centres undefined)
76: Nc1nc2ccccc2nc1N
77: COCCn1nnnc1C(c1cc2cc(C)ccc2[nH]c1=O)N1CCc2ccccc21 (centres undefined)
78: COc1cc(Cn2c(-c3nonc3N)nc3ccccc32)ccc1C
79: COCCn1c(-c2ccccc2F)n[nH]c1=S
80: CCOc1ccccc1NC(=O)c1nc[nH]c1C(=O)Nc1ccccc1OCC
entry no.,71,72,73,74,75,76,77,78,79,80
esBAF inh,-4,0,-15,0,1,16,-9,-18,-5,-4
RAD54 branch,-13,-3,-2,1,-4,-6,-9,-4,-2,12

Two of the compounds above, bar-delimited:
no. | Structure | esBAF inh | RAD54 branch
76 | Nc1nc2ccccc2nc1N | 16 | -6
77 | COCCn1nnnc1C(c1cc2cc(C)ccc2[nH]c1=O)N1CCc2ccccc21 (centres undefined) | -9 | -9

Continued:
81: Cc1ccc(NC(=O)C2C(C(=O)O)C3C=CC2C32CC2)cc1 (centres undefined)
82: O=C1/C(=C\c2ccc(-c3ccccc3[N+](=O)[O-])o2)C(c2ccccc2)=NN1c1ccccc1
83: CCOC(=O)c1cc2sccc2n1Cc1ccccc1
84: CC(C)(/C=N/O)/[N+]([O-])=C/c1ccco1
85: COc1ccc(N(CC(=O)NC2CCCC2)C(=O)Cn2nnc(-c3ccc(C)cc3)n2)cc1OC
86: c1ccc(Cc2nn3c(Cn4cnc5ccccc54)nnc3s2)cc1
87: COc1ccc(C(=O)Nc2cccc(C(=O)N3CCCC3)c2)cc1
88: COC(=O)c1c(NC(=O)C(C)C)sc2c1C(C(=O)OC)CC2 (centres undefined)
89: Cc1nc2ccccn2c1C(=O)NCc1ccc2c(c1)OCO2
90: O=C(C1CCN(C2CC(=O)N(c3ccc(F)cc3)C2=O)CC1)N1CCOCC1 (centres undefined)
entry no.,81,82,83,84,85,86,87,88,89,90
esBAF inh,-2,0,-9,4,2,11,16,2,13,-1
RAD54 branch,-1,-12,-8,-3,-3,2,7,1,-11,-2

91: COc1cc(-c2nnn(CC(=O)NC3CCS(=O)(=O)C3)n2)ccc1OCc1ccccc1 (centres undefined)
92: Cc1c(C(=O)O)oc2ccc(S(=O)(=O)N3CCC(C)CC3)cc12
93: COC(=O)c1cc(Br)c(=O)n(Cc2ccc(OC)c(OC)c2)c1
94: COc1cc(C(=O)N/N=C/c2ccc(OC(=O)c3ccccc3Cl)c(OC)c2)ccc1O
95: CCN(CC)S(=O)(=O)c1ccc2nc(COC(=O)c3n[nH]c4ccccc34)[nH]c2c1
96: COc1ccc(OC)c(NS(=O)(=O)c2cc(OC)ccc2OC)c1
97: O=C(O)c1ccc(-n2cccc2)cc1O
98: COC(=O)c1ccc2c(=O)n(CCCCCC(=O)NCc3ccccc3)c(=O)[nH]c2c1
99: O=C(CSc1nnc(CNC(=O)c2ccccc2F)o1)c1ccccc1
100: COc1cc([N+](=O)[O-])ccc1NC(=O)CCCOc1ccccc1
entry no.,91,92,93,94,95,96,97,98,99,100
esBAF inh,26,-7,6,1,6,-4,-1,-7,-8,-4
RAD54 branch,-5,-3,-1,-5,0,3,0,1,10,0

101: O=C1NC(=Nc2ccccc2)S/C1=C\c1cccn1-c1ccccc1
102: C1CCN(c2nc(N3CCCCC3)nc(N3CCNCC3)n2)CC1
103: CS(=O)(=O)N1CCCC(C(=O)NCCc2ccc(Cl)cc2)C1 (centres undefined)
104: O=C(O)Cn1c(SC2CCCCC2)nc2ccccc21
105: COc1cc(NC(=S)NC(C)=O)ccc1NC(=O)C(C)C
106: COCCn1c(COc2ccc(OC)cc2)nc2ccccc21
107: Cc1ccc(S(=O)(=O)Nc2nc3ccccc3nc2N2CCN(c3ccccc3F)CC2)cc1
108: COC(=O)CSc1n[nH]c(-c2ccncc2)n1
entry no.,101,102,103,104,105,106,107,108
esBAF inh,67*,-7,-6,3,15,30,-6,-4
RAD54 branch,4,4,-3,7,-3,6,1,-8

Reformatted with values under each structure: entries from further up.
Order of results – esBAF inh | RAD54 branch
101) O=C1NC(=Nc2ccccc2)S/C1=C\c1cccn1-c1ccccc1
 : 67* | 4
102) C1CCN(c2nc(N3CCCCC3)nc(N3CCNCC3)n2)CC1
 : -7 | 4
103) CS(=O)(=O)N1CCCC(C(=O)NCCc2ccc(Cl)cc2)C1 (centres undefined)
 : -6 | -3
104) O=C(O)Cn1c(SC2CCCCC2)nc2ccccc21
 : 3 | 7
105) COc1cc(NC(=S)NC(C)=O)ccc1NC(=O)C(C)C
 : 15 | -3
106) COCCn1c(COc2ccc(OC)cc2)nc2ccccc21
 : 30 | 6
107) Cc1ccc(S(=O)(=O)Nc2nc3ccccc3nc2N2CCN(c3ccccc3F)CC2)cc1
 : -6 | 1

Screening data as filed in PubChem BioAssay.

An excerpt. The share of hits here may be higher or lower than overall.
